# From PubChem
# Yfh1-off respiration: enhancers of respiration in Yfh1-depleted yeast, dose response, Friedreich's ataxia, plus single-dose screen (AID 1465). S. cerevisiae Yfh1-off respiration, WST-1 reduction, 72 h; higher fold induction means a stronger effect. one-dose fold induction at 50 µM; EC50 in µM for titrated hits. 0.074% of 220,000 active;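 active = fold induction of absorbance versus untreated yeast above a set limit, then at least 30% activation at any dose in follow-up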;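 also: activators that raise dye reduction in frataxin-depleted yeast; strong numbers were not always called active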
# Insulin prom up: MIN6 insulin promoter up-regulation | MIN6 insulin promoter-GFP reporter, high-content imaging; hits give high values | z-score at 5 µM | 0.3% of 190,000 active | AID 1625;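 active = z-score above 3 at 5 µM with at least 500 cells counted in the well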
# Autophagy HCS: modulators of autophagy. MEF GFP-LC3 puncta imaging; test concentration mostly 10 µM. calls only at 10 µM (by protocol). 0.98% of 190,000 active;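 active = percentage of spot-positive cells more than 3 SD above its plate mean, without a fluorescence outlier flag or 80% toxicity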;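 also: spot-positive cell cutoff set from DMSO-treated cells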
# human PMI inhibition: inhibitors of human PMI, primary screen, biochemical, fluorescence intensity, coupled assay (AID 1209); inhibition, % at 20 µM; hits with a dose series show IC50 in µM; 0.42% of 190,000 active; purified PMI enzyme, coupled fluorescence intensity; higher % means a stronger effect;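 also: plate controls were DMSO vehicle for no effect and wells lacking substrate for full effect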
# WT yeast gro inh: growth inhibition of WT yeast, mitochondrial fusion screen | inhibition, % at 10 µM | mitochondrial fusion phenotypic screen, WT strain | 2.1% of 190,000 active | AID 1362; in the data active = inhibition above about 58%; tested in S. cerevisiae
# Dynein transport: dynein cargo transport inhibition; AID 1381; 0.47% of 220,000 active; 3617.4 mouse cells, GR-EGFP nuclear translocation imaging; test concentration mostly 20 µM; stimulated with dexamethasone, 1 µM; hits give low values; z-score, hits read low;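 active = plate z-score of nuclear minus cytoplasmic receptor signal below a set negative limit, without overly bright fluorescence or cell loss, cut at about -3.5 in these data, passing the limit was not always enough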;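 also: z-score of nuclear minus cytoplasmic ring GR-EGFP intensity difference per well; some compounds called inactive have numbers as strong as hits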
#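 Also added – dexamethasone, 1.0 µM final · Buffer or medium – tet-free, stripped-serum medium · Schedule – induction 48 h, compound 1 h, agonist 30 min · Detection – formaldehyde fixation, Hoechst nuclear stain, 10x automated fluorescence imaging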
# PMI inhibition: human PMI inhibitors, high substrate, primary screen, biochemical, fluorescence intensity, high mannose 6-phosphate (AID 1220); inhibition, % at 20 µM; hits with a dose series show IC50 in µM; 0.66% of 190,000 active; recombinant PMI enzyme, coupled fluorescence intensity; higher % means a stronger effect
# MT stabilizer: microtubule stabilization, imaging screen; HeLa tubulin immunostaining HCS, 24 h; share of cells brighter than vehicle mean+2SD; % tubulin-high responders, % at 10 µM; 0.83% of 200,000 active;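 active = plate Z-score above 3 for both tubulin-high and condensed-nucleus cell shares, with cell loss under 80%, at 10 µM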;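 also: anti alpha tubulin signal scored within the nucleus-defined area of each cell; some results filed as inactive read as strong as hits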
# b-catenin transl: alters nuclear translocation of beta-catenin in HeLa cells | AID 1665 | nuclear translocation activity, % at 5 µM | 0.3% of 190,000 active | immunofluorescence imaging;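 active = nuclear translocation activity above 50% at 5 µM, with a well cell count of 50 or more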;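 also: per-cell ratio of nuclear to cytoplasmic median beta-catenin stain intensity; plate controls were DMSO negative control for no effect and GSK-3 inhibitor IX positive control for full effect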
#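 assay system = human HeLa cells, endogenous beta-catenin | times = compound treatment 24 h, 37°C, 5% CO2 | detection = Anti-beta-catenin immunofluorescence on PFA-fixed, Triton-permeabilized cells, DAPI nuclei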
# WT yeast gro inh mutant strain: second read-out of WT yeast gro inh, no call of its own (marks repeat the call); inhibition, %; mitochondrial fusion phenotypic screen, mutant strain inhibition
# Dynein transport cytoplasmic EGFP: recorded beside Dynein transport, whose call it bears; z-score; measured here: cytoplasmic GR-EGFP intensity; hits give high values
# Dynein transport nuclear GR-EGFP: second read-out of Dynein transport, no call of its own (marks repeat the call); z-score; measured here: nuclear GR-EGFP intensity;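 lower value marks the stronger effect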
# Dynein transport cell count: recorded beside Dynein transport, whose call it bears; z-score; measured here: cell count per field
# Insulin prom up cell count: further read-out of Insulin prom up, marked with its call; cell count; measured here: cytotoxicity, nuclei count;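 total cells summed across four imaged fields per well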
# b-catenin transl cell count 5 µM: further read-out of b-catenin transl, marked with its call; cell count; measured here: cell count, cytotoxicity flag
# MT stabilizer Hoechst-high %: recorded beside MT stabilizer, whose call it bears; % Hoechst-high responders; measured here: nuclear condensation Hoechst responders;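 share of cells brighter than vehicle mean plus two SD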
# MT stabilizer cytotoxicity %: second read-out of MT stabilizer, no call of its own (marks repeat the call); toxicity, %; measured here: cytotoxicity by cell density;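 0% = mean cell density of plate MIN control wells and 100% = no cells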
# Autophagy HCS cell loss 18 h: further read-out of Autophagy HCS, marked with its call; toxicity, %; measured here: cell loss, nuclei count;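 cell loss after 18 h compound exposure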
# Numbers without * were called inactive; i = inactive; / = no result given; + = active, no number. Rule as the data show it, unless noted: active = inhibition above about 50%; inactive = the rest.
SMILES,Yfh1-off respiration,Insulin prom up,Insulin prom up cell count,Autophagy HCS,Autophagy HCS cell loss 18 h,human PMI inhibition,WT yeast gro inh,WT yeast gro inh mutant strain,Dynein transport,Dynein transport cytoplasmic EGFP,Dynein transport nuclear GR-EGFP,Dynein transport cell count,PMI inhibition,MT stabilizer,MT stabilizer Hoechst-high %,MT stabilizer cytotoxicity %,b-catenin transl,b-catenin transl cell count 5 µM
Cc1cccc(C)c1NC(=O)COC(=O)CCc1ccc(S(=O)(=O)N2CCCCC2)cc1,i,0.56,1541,i,-9.7,1.2%,-22.5,-1.3,-0.496,-0.295,-0.567,1.81,4.7%,4.1,3.2,7.5,-4.5,1278
Cc1ccc(NC(=O)CN2C(=O)N/C(=C\c3cccnc3)C2=O)cc1,i,1.01,1308,i,-10.6,-7.0%,-3.3,-11.8,1.43,-0.175,0.453,-0.642,5.7%,3.8,2.5,7.3,-3.3,1065
Cn1c(=O)n(C)c2cc(/C=N/NC(N)=S)ccc21,i,-0.29,1255,i,-3.1,-6.2%,6.0,21.3,0.524,-0.323,0.0576,-0.692,-2.8%,6.7,2.1,4.5,1.4,978
CCOC(=O)CC(=O)CSc1nc2c(c(-c3cccs3)c1C#N)CCC2,i,1.07,1452,i,-7.2,8.7%,17.2,6.5,-0.0723,-0.181,0.00591,-0.109,7.4%,5.1,1.3,2.1,-1.1,1152
CCN(C(=O)COC(=O)c1cccnc1Nc1ccccc1F)C1CCS(=O)(=O)C1 (stereo unspecified),i,0.14,1224,i,-9.6,0.7%,10.8,-8.1,-0.143,-0.324,-0.453,0.552,10.6%,3.6,3.5,5.9,-1.8,576
COC(=O)c1c(-c2c(Cl)cccc2Cl)noc1NC(=O)NN1CCCCC1,i,-0.61,1456,/,/,/,/,/,-0.556,-0.212,-0.299,0.443,/,/,/,/,0.9,1153
CCC(=O)c1cc(-c2nc3ccccc3n2C)n(C)c1,i,-0.01,1776,i,-14.2,3.6%,-17.4,-4.6,-0.888,-0.243,-0.466,0.469,9.0%,3.5,3.4,1.6,1.7,1052
Cc1ccc2ncccc2c1NC(=S)NC(=O)c1ccccc1,i,-0.59,1171,i,14.6,-1.3%,0.0,23.5,-0.974,-0.219,-0.0104,0.852,0.4%,6.8,2.0,7.5,2.8,1024
CC(C)(C)c1cc(NC(=O)Nc2ccc(Br)cc2Cl)no1,i,0.32,1536,i,14.3,17.2%,8.3,12.0,-1.1,-0.289,-0.555,0.392,15.5%,1.5,1.2,6.3,8.9,799
COc1ccc(CCNc2ccc(C(CC(N)=O)NC(=O)Cc3ccc(Br)cc3)cc2[N+](=O)[O-])cc1 (stereo unspecified),i,-0.44,1018,/,/,/,/,/,0.498,-0.682,0.185,0.325,/,/,/,/,2.1,1371
O=C(NCCN1CCOCC1)c1cc2cc(Br)ccc2oc1=O,/,0.86,731,i,7.7,11.9%,34.6,12.1,-0.103,-0.432,-0.126,0.308,9.2%,0.8,1.0,1.5,/,/
CCOC(=O)c1ccc(N2CSC3=C(C#N)C(c4cccs4)CC(=O)N3C2)cc1 (stereo unspecified),i,-0.83,952,i,4.6,6.6%,2.5,7.1,-0.485,-0.115,-0.213,0.562,42.2%,4.5,2.1,3.0,/,/
C/C(O)=C(/C#N)c1nc2ccccc2[nH]1,i,0.45,1053,i,-0.6,1.8%,-3.9,-10.8,0.774,0.276,0.21,0.417,3.2%,1.7,1.7,1.8,1.8,1133
Cc1ccc(S(=O)(=O)Nc2nc3cc(C)c(C)cc3[nH]2)cc1,i,0.04,1497,i,-1.5,-5.5%,-5.9,-1.5,1.01,-0.163,0.735,-0.94,-7.6%,2.3,1.3,3.4,0.7,1363
CCOc1ccc(NC(=S)NC(C)CCc2ccccc2)cc1 (stereo unspecified),i,/,/,i,-1.1,6.9%,61.1*,57.7*,-0.532,-0.344,-0.301,1.01,1.7%,3.6,1.1,5.4,0.8,1640
C(=N\N1CCN(Cc2cccc3ccccc23)CC1)/c1ccco1,i,-0.15,955,+,11.5*,1.3%,-5.8,-7.2,1.96,-0.214,0.842,-0.664,-0.6%,2.4,1.3,3.2,/,/
CCN(CC)S(=O)(=O)c1ccc2c(c1)nc(SCc1nc3ccsc3c(=O)[nH]1)n2CC,i,0.94,1119,i,-9.5,7.7%,1.2,12.8,-0.517,-0.302,-0.0991,0.354,10.2%,5.8,3.1,4.3,-6.6,989
CCN(CC)c1ccc(NC2CC(=O)N(CCc3ccc(OC)cc3)C2=O)cc1 (stereo unspecified),i,1.13,640,/,/,/,/,/,-1.69,-0.104,-0.338,1.25,/,/,/,/,1.5,1407
CCOC(=O)N1CCC(NC(=O)c2oc3c(c2C)-c2[nH]ncc2CC3)CC1,/,-0.36,886,i,-16.7,26.1%,-2.5,-3.8,-0.483,0.478,0.0245,0.208,25.1%,3.2,0.8,7.3,/,/
O=C(c1ccc(=O)[nH]c1)N(Cc1ccco1)C1(C(=O)NC2CCCC2)CCCCC1,/,/,/,i,-1.0,-17.8%,12.0,-1.2,-0.345,0.535,0.263,-0.132,-16.9%,1.4,1.1,5.2,-5.9,971
CCc1ccc(OCC(=O)N2CCN=C2c2ccccc2)cc1,i,0.06,719,i,8.8,9.2%,-16.5,-6.9,0.0992,0.18,0.406,-0.215,7.8%,1.2,2.0,11.3,/,/
Cc1ccc(C2NS(=O)(=O)N=C2N)cc1 (stereo unspecified),i,/,/,i,-8.8,5.5%,-1.2,10.2,-1.13,4.35,0.115,0.541,4.6%,2.5,0.9,4.1,1.7,1160
O=C(COC(=O)CCC(=O)c1cccs1)Nc1ccc(Cl)cn1,i,-0.08,1219,i,-5.4,-33.5%,0.0,-19.3,-0.547,-0.31,-0.637,1.28,-15.7%,1.8,2.6,1.8,/,/
Cc1ccc(NC(=O)CN2C(=O)NC(Cc3ccccc3)C2=O)c(Br)c1 (stereo unspecified),i,-0.21,1240,i,15.4,-5.1%,-3.6,2.8,-0.087,-0.315,0.226,0.772,-8.2%,3.2,3.2,3.6,-0.1,1094
COC(=O)c1nc(NC(=O)c2ccc(Cl)cc2)n[nH]1,i,-0.14,1147,i,14.0,4.0%,7.9,2.8,-0.846,-0.19,-0.165,0.383,1.5%,2.7,2.1,2.4,3.3,1099
CC1=C(C(=O)OCC2CCCO2)C(c2ccccc2OC(C)C)C2=C(CC(c3ccco3)CC2=O)N1 (stereo unspecified),i,-1.96,1459,i,-1.2,9.6%,12.4,27.4,1.71,-0.0969,1.37,-1.65,14.1%,2.4,1.4,3.6,-0.7,1117
CCOc1cc(Cl)c(NC(=O)c2ccco2)cc1OCC,i,0.04,1236,i,-4.8,10.1%,2.2,-13.5,-0.597,-0.269,-0.243,0.192,14.7%,6.6,2.7,2.2,3.1,496
Nc1nnc(SCC(=O)Nc2ccc(S(=O)(=O)N3CCOCC3)cc2)s1,i,-0.53,975,i,-5.3,6.9%,-12.8,-10.4,-0.838,-0.202,-0.121,0.89,3.5%,2.5,1.6,5.7,-2.4,1229
CCC/C=N/Nc1nc2ccccc2s1,i,-0.04,1357,i,9.6,-6.6%,10.4,9.9,-1.05,-0.241,-0.543,0.968,7.3%,1.8,1.9,17.7,0.2,1522
CC1(C)NC(=O)N(CCOCCOc2cccc(Oc3ccccc3)c2)C1=O,i,0.43,1196,i,1.0,12.7%,-16.4,-13.3,2.72,-0.105,1.63,-1.45,6.3%,4.8,0.8,0.8,0.8,1107
Cc1c(CCOC(=O)c2cc([N+](=O)[O-])cc([N+](=O)[O-])c2)sc[n+]1CCCCS(=O)(=O)[O-],i,0.47,1353,i,2.4,-10.9%,-2.4,0.8,0.35,-0.251,0.00772,-0.544,-0.8%,4.9,1.1,8.0,-0.8,1106
O=C(O)CSCC(=O)Nc1cccc2ccccc12,i,0.54,1301,i,1.6,-9.2%,-7.8,-10.0,-1.15,-0.311,-0.585,0.909,-8.8%,5.5,4.1,7.7,-2.5,1148
Clc1nc(-c2cccnc2)nc2scc(-c3ccccc3)c12,i,0.02,1202,i,-4.5,-1.8%,77.0*,61.8*,-1.89,1.3,-1.15,0.967,-1.5%,4.8,5.1,4.6,0.1,505
O=C(c1cccc(S(=O)(=O)N2CCOCC2)c1)N1CCCC1,i,0.64,1535,i,4.5,11.4%,7.9,0.8,-0.54,-0.226,-0.11,0.506,6.0%,1.8,2.2,8.5,-4.4,987
Cc1nn(CC(=O)c2ccccc2)c(=O)c2nn(-c3ccccc3F)c(C)c12,i,0,1416,i,5.5,-1.0%,1.3,18.2,-0.0668,-0.3,-0.244,0.1,-1.4%,3.0,2.5,0.9,/,/
CCn1c(CCNC(=O)c2ccc(OC)cc2)nnc1SCc1ccc(Cl)cc1Cl,i,-0.02,1400,i,-8.1,11.6%,9.9,-11.1,0.144,-0.253,0.54,-0.487,3.0%,1.7,2.0,8.6,1.4,1044
O=C(c1ccc(COc2c(F)c(F)cc(F)c2F)o1)N1CCN(c2ccc(Cl)cc2)CC1,i,0.69,1257,i,-3.0,24.2%,50.4,26.8,-0.835,-0.241,-0.178,0.127,18.2%,1.8,0.8,33.7,1.1,925
CCCCN=C1C([N+](=O)[O-])=CC=C2C1=NC1(CCCCC1)N2O,i,-0.18,1182,i,-0.9,31.3%,23.7,9.7,-0.744,-0.263,-0.677,0.749,53.0%*,3.5,1.8,4.6,-3.5,492
COc1ccc(OC)c(S(=O)(=O)NCCOC23CC4CC(CC(C4)C2)C3)c1,i,-0.37,1263,i,6.5,7.7%,37.8,-24.7,-0.744,-0.327,-0.689,0.714,5.4%,2.5,2.7,8.3,5.0,520
